# SIAE primary: human SIAE inhibitors, primary screen, biochemical, fluorescence polarization, FP-Rh probe, 1536-well HTS | SIAE FP-Rh probe binding | hit rate 0.69% among 370,000 | Sialate O-acetylesterase (Homo sapiens), Q9HAT2 | inhibition, % at 9.66 µM;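 active = inhibition above a cutoff: mean of compounds within the control limits plus 3 SD of those, cut at about 17% in these data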;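 note: 0% = plate median of compound wells and 100% = probe without SIAE protein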
# UHRF1 MBD2 ctr: UHRF1 methylated DNA binding inhibitors, primary screen, counter-screen for MBD2 inhibitor project, biochemical, TR-FRET, human UHRF1, single concentration; UHRF1 binding to methylated oligo; inhibition, % at 4.4 µM; hit rate 0.75% among 370,000; AID 687016, 2013; in the data active = inhibition above about 21%;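 note: UHRF1 SRA domain binding a hemimethylated CpG hairpin DNA probe; 0% = median of test compound wells and 100% = reference inhibitor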
# Target sequence (Q96T88 whole entry, looked up, the tested form may be a part): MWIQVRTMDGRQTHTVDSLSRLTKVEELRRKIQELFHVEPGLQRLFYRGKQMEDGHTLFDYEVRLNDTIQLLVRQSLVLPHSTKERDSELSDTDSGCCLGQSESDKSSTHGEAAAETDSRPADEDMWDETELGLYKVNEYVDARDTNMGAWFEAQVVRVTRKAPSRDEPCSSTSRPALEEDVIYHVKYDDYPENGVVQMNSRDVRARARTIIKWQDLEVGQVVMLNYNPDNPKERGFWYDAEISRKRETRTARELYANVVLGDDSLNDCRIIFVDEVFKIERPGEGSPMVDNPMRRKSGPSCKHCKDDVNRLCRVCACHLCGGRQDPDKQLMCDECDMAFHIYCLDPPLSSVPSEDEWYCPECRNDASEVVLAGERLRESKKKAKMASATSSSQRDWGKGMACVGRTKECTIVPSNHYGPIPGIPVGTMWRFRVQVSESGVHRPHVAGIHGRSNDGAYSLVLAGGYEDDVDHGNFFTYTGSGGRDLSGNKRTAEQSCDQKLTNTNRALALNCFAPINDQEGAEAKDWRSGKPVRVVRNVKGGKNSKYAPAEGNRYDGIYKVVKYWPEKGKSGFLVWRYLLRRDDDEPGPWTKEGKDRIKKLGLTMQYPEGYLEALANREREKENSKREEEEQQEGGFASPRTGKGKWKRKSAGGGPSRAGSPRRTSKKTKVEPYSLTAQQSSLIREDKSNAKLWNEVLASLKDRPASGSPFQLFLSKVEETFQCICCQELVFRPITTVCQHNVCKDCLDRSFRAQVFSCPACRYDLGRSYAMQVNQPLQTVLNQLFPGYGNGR
# TDP2 inh: human TDP2 enzyme inhibitors, primary screen, biochemical, epi absorbance, recombinant enzyme. hit rate 0.34% among 370,000. inhibition, % at 12.8 µM. T5PNP hydrolysis, p-nitrophenol absorbance 415 nm;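 active = inhibition above the mean of all tested compounds plus 3 SD, set per campaign, cut at about 25% in these data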;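 note: 0% = DMSO with enzyme and 100% = buffer with substrate but no TDP2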
#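 System: recombinant human TDP2 / Amount: 120 nM TDP2 per well / Also added: 5 mM T5PNP chromogenic substrate / Doses: 12.8 µM single point, 1% DMSO / Incubation: 2 h at 37 °C / Detection: p-Nitrophenol epi absorbance / Evaluation: % inhibition relative to enzyme-containing and enzyme-free wells / Repeats: singlicate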
# LEDGF integ inh: blockers of LEDGF/p75-dependent integrase strand transfer – biochemical, TR-FRET, high throughput, primary screen. HIV-1 integrase (with human LEDGF/p75). TR-FRET IN-LEDGF/p75 DNA integration, Eu/Cy5. inhibition, % at 3.7 µM. hit rate 0.64% among 370,000;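 active = inhibition above the screen-wide mean plus 3 SD, cut at about 13% in these data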;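 note: signal is the Cy5 over europium emission ratio at 671 and 618 nm; 0% = plate median of compound wells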
# PG9 Ab binder: binders of HIV-1 gp120 antibody PG9, primary screen, biochemical, TR-FRET. TR-FRET gp120-PG9 antibody binding. inhibition, % at 6.7 µM. hit rate 0.43% among 360,000. AID 624416, 2012; in the data active = inhibition above about 8.5%
# DDE Tn7 FP inh: inhibitors of Tn7 peptide binding to fibrin DD(E), primary screen, biochemical, fluorescence polarization, human fibrin, Tn7 probe | hit rate 0.13% among 370,000 | inhibition, % at 8.3 µM | FP displacement of FITC-Tn7 peptide from fibrin DD(E); 0% = median of compound wells per plate | Fibrinogen beta chain (Homo sapiens), P02675 | AID 720508, 2013;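 active = inhibition above the mean of compounds falling within the control limits plus 3 SD of them, cut at about 14% in these data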;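 note: 0% = plate median of compound wells and 100% = 10 µM Aha-Tn7 peptide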
#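 Measure: % inhibition scaled between sample-field median and high-control FP; Test system: human fibrin DD(E); Quantity: 2 µM final DD(E) protein; Doses: one dose, 8.3 µM nominal; Schedule: compound with protein 10 min, then 3 h after probe, room temperature; Detection: fluorescence polarization; Medium: Tris buffer with calcium and detergent, pH 7.8.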
# TCR-CD3 inh: inhibitors of human TCR-CD3 interaction, primary screen, biochemical, fluorescence, TAMRA-labeled TCR probe. T-cell receptor (TCR). AID 651800, 2012. hit rate 0.37% among 360,000. inhibition, % at 9.4 µM; in the data active = inhibition above about 19%;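 note: recombinant mutant TCR 2C K166C tagged with TAMRA read by polarization; 0% = receptor in buffer alone and 100% = receptor with positive control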
# HTRA1 inhibitor: HTRA1 serine protease inhibitors, primary screen, biochemical, fluorescence polarization, HTS; AID 504803, 2011; inhibition, % at 5.96 µM; hit rate 0.5% among 340,000; recombinant HTRA1, FP-rhodamine activity-based probe; in the data active = inhibition above about 36%;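 note: 0% = enzyme with DMSO and 100% = wells lacking enzyme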
# mABHD4 FP: ABHD4 inhibitors, primary screen, biochemical, fluorescence polarization, mouse; inhibition, % at 8.92 µM; (Lyso)-N-acylphosphatidylethanolamine lipase (Mus musculus), Q8VD66; purified mABHD4, FP-Rh probe fluorescence polarization; AID 720543, 2013; hit rate 0.54% among 370,000;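 active = inhibition exceeding the mean over every tested compound plus 3 SD, cut at about 30% in these data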;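 note: 0% = plate median of compound wells and 100% = S159A mutant with DMSO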
#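 Assay system: mABHD4 protein; medium: HEPES pH 7.0, NaCl, Pluronic buffer; dosing: 8.92 µM, single dose; schedule: 45 min + 60 min at 25 °C; signal: FP readout, ex 525 nm / em 598 nm; read-out: normalized percent inhibition of probe labeling; repeats: single replicate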
# PRMT1 inh: PRMT1 methyltransferase inhibitors, primary screen, biochemical, fluorescence polarization; Protein arginine N-methyltransferase 1 (Homo sapiens), Q99873; hit rate 1.3% among 370,000; inhibition, % at 2.79 µM; recombinant PRMT1, activity-based probe fluorescence polarization;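 active = inhibition above about 21% made by adding two undisclosed values, limit read from the data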
# * marks the source's active call; other numbers are inactive results; x = no result given.
1) CC(=O)Nc1cc(NC(=O)CCCC(=O)O)ccc1Cl
2) Cc1c(-c2cc(C(=O)O)c3ccccc3n2)cnn1C
3) O=C(O)c1cccc(NS(=O)(=O)c2ccc3nnn(O)c3c2)c1
4) CCOc1cc(/C=N/NC(=O)C(=O)N/N=C/c2ccc(O)c(OCC)c2)ccc1O
5) O=C(N/N=C/c1ccc2c(c1)OCO2)c1ccc(NC(=O)c2ccc(F)cc2)cc1
6) COc1ccc(C2=NN(C(=O)CSc3nc(=O)n4cc(C)ccc4n3)C(c3ccc(C)cc3)C2)cc1 (configuration not stated)
7) NC(Cc1ccc(Cl)cc1)c1csc(Nc2ccc(C(=O)NCCCO)cn2)n1 (configuration not stated)
8) C/C(=N/NC(=O)c1ccccc1)C1=C(O)CC(C)(C)CC1=O
9) CCOC(=O)C1C2C=CC3(CN(c4ccc(Cl)c(F)c4)C(=O)C13)O2 (configuration not stated)
10) CCn1c(=O)c(=O)[nH]c2cc(C(=O)N(C)Cc3ccc(OC)c(F)c3)ccc21

entry no. | 1 | 2 | 3 | 4 | 5 | 6 | 7 | 8 | 9 | 10
SIAE primary | 1 | -5 | 2 | 1 | -7 | -4 | 0 | 3 | -7 | -46
UHRF1 MBD2 ctr | 1 | -2 | 2 | 1 | 3 | -3 | -1 | -6 | 4 | -3
TDP2 inh | 0 | 5 | -2 | -10 | -4 | 2 | -3 | 12 | 5 | 18
LEDGF integ inh | -1 | 0 | 2 | -3 | 3 | 2 | -2 | -1 | -1 | 0
PG9 Ab binder | 0.0 | 0.5 | -0.2 | -0.4 | 2.7 | -1.7 | -1.1 | -1.7 | -1.2 | -1.3
DDE Tn7 FP inh | -2 | 1 | 3 | -2 | 2 | -7 | -11 | -6 | 0 | 2
TCR-CD3 inh | 6 | 6 | 2 | -3 | -7 | 9 | -7 | 0 | -6 | -21
HTRA1 inhibitor | 0 | -3 | 1 | -1 | -30 | -10 | x | 1 | 3 | -43
mABHD4 FP | 3 | 6 | 11 | 0 | -28 | -2 | 2 | 4 | 1 | -29
PRMT1 inh | -2 | 1 | -1 | 3 | 4 | -3 | -3 | -3 | 3 | -5

# Structures from the list above containing a Cl atom (three):
1) CC(=O)Nc1cc(NC(=O)CCCC(=O)O)ccc1Cl
7) NC(Cc1ccc(Cl)cc1)c1csc(Nc2ccc(C(=O)NCCCO)cn2)n1 (configuration not stated)
9) CCOC(=O)C1C2C=CC3(CN(c4ccc(Cl)c(F)c4)C(=O)C13)O2 (configuration not stated)

entry no. | 1 | 7 | 9
SIAE primary | 1 | 0 | -7
UHRF1 MBD2 ctr | 1 | -1 | 4
TDP2 inh | 0 | -3 | 5
LEDGF integ inh | -1 | -2 | -1
PG9 Ab binder | 0.0 | -1.1 | -1.2
DDE Tn7 FP inh | -2 | -11 | 0
TCR-CD3 inh | 6 | -7 | -6
HTRA1 inhibitor | 0 | x | 3
mABHD4 FP | 3 | 2 | 1
PRMT1 inh | -2 | -3 | 3

# 3 entries picked at random from those above:
7) NC(Cc1ccc(Cl)cc1)c1csc(Nc2ccc(C(=O)NCCCO)cn2)n1 (configuration not stated)
9) CCOC(=O)C1C2C=CC3(CN(c4ccc(Cl)c(F)c4)C(=O)C13)O2 (configuration not stated)
4) CCOc1cc(/C=N/NC(=O)C(=O)N/N=C/c2ccc(O)c(OCC)c2)ccc1O

entry no. | 7 | 9 | 4
SIAE primary | 0 | -7 | 1
UHRF1 MBD2 ctr | -1 | 4 | 1
TDP2 inh | -3 | 5 | -10
LEDGF integ inh | -2 | -1 | -3
PG9 Ab binder | -1.1 | -1.2 | -0.4
DDE Tn7 FP inh | -11 | 0 | -2
TCR-CD3 inh | -7 | -6 | -3
HTRA1 inhibitor | x | 3 | -1
mABHD4 FP | 2 | 1 | 0
PRMT1 inh | -3 | 3 | 3

# Next results
11) COc1ccc(-c2ccc(C(=O)Nc3cc(OC)c(OC)c(OC)c3)c3occc23)c(C)c1
12) CCOc1ccc(-n2c(=S)sc3c(=O)[nH]c(SCC(=O)NC4CCCCC4)nc32)cc1
13) O=C(O)c1nn(Cc2nc3ccccc3o2)c(=O)c2ccccc12
14) C/C(=N\NC(=O)C(N)=O)c1ccc(O)cc1O
15) Cc1cnc(C2OCCO2)c2cccc(N)c12
16) Cc1c(C(=O)NCCCN2CCOCC2)oc2c1C1(CCC2)SCCS1
17) CSc1oc(-c2ccccc2)nc1C(N)=O
18) COc1ccccc1NC(=O)CN1CCN(CC(=O)Nc2ccccc2F)CC1
19) COc1ccc(OC)c(C2C3=C(CCCC3=O)NC3=C2C(=O)CCC3)c1
20) Cc1ccc(-c2nc(CS(=O)CC(=O)NC3CCCC(C)C3C)c(C)o2)cc1 (configuration not stated)

entry no. | 11 | 12 | 13 | 14 | 15 | 16 | 17 | 18 | 19 | 20
SIAE primary | 0 | -5 | -4 | 6 | -12 | 6 | 0 | -2 | -6 | 0
UHRF1 MBD2 ctr | -1 | 2 | -1 | -2 | -6 | -1 | 0 | 2 | -1 | 4
TDP2 inh | -7 | 6 | -6 | 0 | 30* | 9 | 0 | -16 | -5 | 6
LEDGF integ inh | -1 | -3 | 4 | -8 | 8 | 2 | 0 | 2 | -2 | -1
PG9 Ab binder | 1.0 | 1.8 | 1.4 | -0.1 | -4.6 | -0.6 | 1.5 | -1.9 | 0.7 | -0.9
DDE Tn7 FP inh | 10 | 7 | -4 | 1 | 4 | 0 | -1 | -4 | 2 | 8
TCR-CD3 inh | 2 | -3 | 1 | 0 | 3 | 3 | 4 | -17 | 6 | -4
HTRA1 inhibitor | x | 1 | 1 | 6 | 6 | -4 | 5 | 1 | 0 | -6
mABHD4 FP | -8 | -1 | -8 | 0 | 27 | 7 | -2 | -1 | 2 | 4
PRMT1 inh | 0 | 1 | -3 | -1 | 4 | 0 | -4 | -1 | -1 | 0

# Some of the entries so far, field by field:
6: COc1ccc(C2=NN(C(=O)CSc3nc(=O)n4cc(C)ccc4n3)C(c3ccc(C)cc3)C2)cc1 (configuration not stated)
  SIAE primary: -4	UHRF1 MBD2 ctr: -3	TDP2 inh: 2	LEDGF integ inh: 2	PG9 Ab binder: -1.7	DDE Tn7 FP inh: -7	TCR-CD3 inh: 9	HTRA1 inhibitor: -10	mABHD4 FP: -2	PRMT1 inh: -3

7: NC(Cc1ccc(Cl)cc1)c1csc(Nc2ccc(C(=O)NCCCO)cn2)n1 (configuration not stated)
  SIAE primary: 0	UHRF1 MBD2 ctr: -1	TDP2 inh: -3	LEDGF integ inh: -2	PG9 Ab binder: -1.1	DDE Tn7 FP inh: -11	TCR-CD3 inh: -7	HTRA1 inhibitor: x	mABHD4 FP: 2	PRMT1 inh: -3

# Entries by screen from the list:
# Compounds 1 to 8 in DDE Tn7 FP inh: -2, 1, 3, -2, 2, -7, -11, -6
# Compounds 1 to 8 in PG9 Ab binder: 0.0, 0.5, -0.2, -0.4, 2.7, -1.7, -1.1, -1.7

# Going on with the list.
21) O=C(Nc1ccccc1-c1ccccc1)c1ccco1
22) O=S(=O)(Nc1nc2ccccc2nc1Cl)c1ccc(Cl)cc1
23) COc1ccc(-c2nc(C#N)c(NCCN(C)C)o2)cc1
24) Cc1ccc(/C=N/NC(=O)c2c(-c3ccccc3)noc2C)o1

entry no. | 21 | 22 | 23 | 24
SIAE primary | 9 | -8 | 4 | 4
UHRF1 MBD2 ctr | -3 | -4 | 1 | -1
TDP2 inh | -6 | -6 | 7 | -5
LEDGF integ inh | -1 | -1 | 0 | 1
PG9 Ab binder | -2.2 | 3.1 | -0.4 | -1.4
DDE Tn7 FP inh | 9 | 2 | 0 | 1
TCR-CD3 inh | 3 | 5 | 2 | 5
HTRA1 inhibitor | 2 | -8 | 6 | -3
mABHD4 FP | 5 | -1 | -1 | -4
PRMT1 inh | 2 | -1 | -3 | 0

# Source: PubChem (The Scripps Research Institute Molecular Screening Center)
